# Screening data as filed in PubChem.
# tim10-1 inh: growth inhibitors of tim10-1 mutant yeast; S. cerevisiae tim10-1 ts strain growth, BacTiter-Glo, 24 h; inhibition, % at 20 µM; 330,000 compounds, 2.2% hits;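 active = inhibition of at least 40%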;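 note: mutant grown at 25 °C; 0% = DMSO wells with yeast and 100% = wells holding no yeast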
# Mdm2-MdmX inh: inhibitors of human Mdm2/MdmX interaction; O15151+Q00987; SaOS-2 split-luciferase Mdm2/MdmX complementation, luminescence; inhibition, % at 8 µM; 330,000 compounds, 3% hits;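 active = inhibition of at least 50% at 8 µM in the primary screen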
# CXCR6 block: CXCR6 (human) receptor inhibition | CHO-K1 PathHunter CXCR6 beta-arrestin, luminescence | AID 602244 | 360,000 compounds, 0.36% hits | inhibition, % at 20 µM; in the data active = inhibition above about 34%, passing the limit was not always enough;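 note: antagonist mode with CXCL16 agonist at 10 nM final; 0% = 10 nM CXCL16 with DMSO and 100% = unstimulated wells without agonist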
# Target sequence (O00574 whole entry, looked up): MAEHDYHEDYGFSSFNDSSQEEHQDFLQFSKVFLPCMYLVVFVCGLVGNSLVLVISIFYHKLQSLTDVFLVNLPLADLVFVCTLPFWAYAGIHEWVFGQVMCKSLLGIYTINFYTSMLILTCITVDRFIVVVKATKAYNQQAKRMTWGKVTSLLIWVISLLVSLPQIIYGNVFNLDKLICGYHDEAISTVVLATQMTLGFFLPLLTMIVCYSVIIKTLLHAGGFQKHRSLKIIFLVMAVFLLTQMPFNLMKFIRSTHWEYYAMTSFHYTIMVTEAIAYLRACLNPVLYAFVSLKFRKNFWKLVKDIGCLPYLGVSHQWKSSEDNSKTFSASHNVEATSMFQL
# XBP1 UPR activ: adaptive UPR (XBP1) activation | CHO-XBP1 luciferase reporter, IRE1-XBP1 UPR activation, luminescence; percent of tunicamycin response, DMSO as zero | activation, % at 20 µM | 330,000 compounds, 0.33% hits;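 active = versus positive control, 20 µM dose yields 30% or more activation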;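 note: 100% = tunicamycin at 10 µg/mL and 0% = DMSO only wells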
#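 Material – CHO cell line with stable XBP1 luciferase reporter · Buffer or medium – F12 plus 10% FBS · Compound – single point, 20 µM final compound, 1% DMSO · Schedule – 16-18 h cell attachment at 37 °C, then 6 h compound exposure · Signal – Steady-Glo luminescence read · Benchmarks – high control tunicamycin 10 µg/mL final, low control DMSO vehicle only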
# TIM10 inh: inhibits growth of TIM10 yeast strain. S. cerevisiae TIM10 strain growth, BacTiter-Glo luminescence, 24 h. inhibition, % at 10 µM. 330,000 compounds, 1.4% hits;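 active = inhibition of 40% or more at the single tested concentration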;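 note: wild-type TIM10 isogenic control strain grown at permissive 25 °C; 0% = DMSO yeast wells and 100% = minimal medium wells without yeast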
# APJ agonist: APJ receptor agonism. P35414. CHO-K1 APJ PathHunter beta-arrestin, luminescence; 0% DMSO wells, 100% apelin. 330,000 compounds, 0.11% hits. activation, % at 20 µM;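 active = activation more than six SD over the plate average, tested at 20 µM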;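 note: 0% = DMSO alone and 100% = apelin-13 at 10 nM; some results filed as inactive read as strong as hits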
# Target sequence (P35414 whole entry, looked up): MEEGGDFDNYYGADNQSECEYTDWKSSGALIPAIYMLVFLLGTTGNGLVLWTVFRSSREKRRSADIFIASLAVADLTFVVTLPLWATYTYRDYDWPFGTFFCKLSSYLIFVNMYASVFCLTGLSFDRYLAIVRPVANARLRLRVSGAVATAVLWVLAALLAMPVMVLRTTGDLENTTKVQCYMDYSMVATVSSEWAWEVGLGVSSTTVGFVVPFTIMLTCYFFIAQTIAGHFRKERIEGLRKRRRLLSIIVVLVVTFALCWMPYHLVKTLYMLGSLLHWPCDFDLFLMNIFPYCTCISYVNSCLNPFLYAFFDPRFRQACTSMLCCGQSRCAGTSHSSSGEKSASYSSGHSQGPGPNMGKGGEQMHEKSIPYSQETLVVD
#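 Material: CHO-K1 APJ beta-arrestin complementation cell line; Input: cell density 1000 per well; Incubation: compound stimulation 90 min at 25 °C, detection 60 min; Signal: luminescence from split beta-galactosidase complementation, Galacton Star/Emerald II substrate; Controls: DMSO-only wells as negative, 10 nM Apelin-13 as positive control.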
# APJ antag: antagonists of human APJ apelin receptor; P35414; CHO-K1 APJ beta-arrestin complementation, luminescence; inhibition, % at 20 µM; 330,000 compounds, 0.32% hits; AID 2521;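 active = inhibition above about 40% at 20 µM, limit read from the data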;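 note: cells challenged with 10 nM apelin-13 agonist together with compound; plate controls were apelin-13 plus DMSO wells for no effect and DMSO wells lacking apelin-13 for full effect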
# UPR CHOP act: apoptotic UPR (CHOP) activation; CHO-CHOP luciferase reporter, luminescence; percent of tunicamycin response over DMSO baseline; activation, % at 10 µM; 330,000 compounds, 0.34% hits; AID 449763;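 active = at 10 µM dose, activation of 40% or more, normalized to positive control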;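 note: 100% = tunicamycin at 10 µg/mL and 0% = DMSO alone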
#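 Dosing – one dose, 10 µM in 0.5% DMSO · System – CHO-CHOP cells, stable luciferase reporter of PERK-eIF2a-CHOP signalling · Input – 500 cells/well · Control set – tunicamycin 10 µg/mL final as positive, DMSO-only wells as negative · Timing – 6 h compound treatment, 37 °C · Measure – % activation vs tunicamycin · Technique – luminescence read with Steady-Glo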
# tim23-1 inh: growth inhibitors of tim23-1 mutant yeast; inhibition, % at 20 µM; S. cerevisiae tim23-1 growth, BacTiter-Glo luminescence, 24 h; 330,000 compounds, 1.3% hits;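 active = growth inhibition of the mutant yeast at or above 50%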;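 note: temperature-sensitive mutant grown at 25 °C; plate controls were DMSO-treated mutant yeast for no effect and medium wells lacking yeast for full effect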
# Numbers without * were called inactive; nt = not tested or not shown. Some of the compounds tested (hit frequency here may not be typical).
# Results follow in this order: tim10-1 inh, Mdm2-MdmX inh, CXCR6 block, XBP1 UPR activ, TIM10 inh, APJ agonist, APJ antag, UPR CHOP act, tim23-1 inh
- C/C(=N\NC(=O)c1cccc(C)c1)c1cccc(NC(=O)c2ccco2)c1
 : 22, 7, -2, -2, 30, -3, -1, 0.7, 26
- C[C@H]1CN(S(=O)(=O)c2c(F)cccc2F)CCN1S(=O)(=O)c1ccc2c(c1)OCCO2
 : 14, -20, 4, -4, 6, 1, -13, -0.3, 35
- Cc1ccc(Oc2ccccc2NC(=O)CSCC(=O)Nc2cc(C)on2)cc1
 : 37, 16, 0, -5, -3, -4, -3, -0.7, 18
- COC(=O)c1cc2c(cc1Cl)SC(=NCCCN1CCOCC1)NS2(=O)=O
 : 7, 13, 2, -1, 8, -3, 3, -2.3, -9
- Cc1ccc(CNC(=O)C2CCCCC2C(=O)O)cc1 (stereo not given)
 : 18, -1, 7, 0, 4, -2, -3, 3.8, 2
- COc1ccc(CNc2nc(NCc3ccc(OC)cc3)c3[nH]cnc3n2)cc1
 : 14, 31, -10, -1, 2, 0, 11, -0.3, 9
- COc1ccc(-n2c(C)cc(C(=O)COC(=O)Cn3cnc4ccccc43)c2C)cc1
 : 53*, 22, -1, 0, 28, -3, -9, -2.4, 35
- Cc1cccc(-n2nc3c(c2NC(=O)C(C)C)CSC3)c1
 : 9, 34, 2, -4, -2, 3, 17, 0.1, 1
- O=C(O)/C=C/c1ccc(S(=O)(=O)Nc2cccnc2)cc1
 : -15, 8, -16, -4, 5, 4, -13, 2.9, 6
- Clc1ccc(-c2csc(N3CCN(c4ccccc4)CC3)n2)cc1
 : 17, -4, -6, -2, -5, -1, 9, 0.1, 1
- O=S(=O)(NC1CCCCCCC1)c1ccccc1
 : 6, 26, 0, 0, -5, -3, -22, -0.5, 35
- Cc1cccc(C(=O)NNC(=S)NC(=O)c2ccccc2)c1
 : 17, 36, 35, 6, 0, 3, 2, 2.8, 8
- CC(C)C(=O)Nc1ccc(C(=O)N/N=C/c2cc(Br)cc(Br)c2O)cc1
 : 13, 66*, 1, 6, 8, -1, -4, -1.8, -4
- CC1=C(C(=O)OCc2ccccc2)C(c2ccc(C(F)(F)F)cc2)NC(=O)N1CCCCCC(=O)O (stereo not given)
 : 13, 5, 8, -4, 4, -6, -1, 1.0, 10
- CCC(C)(C)n1nnnc1C(C(C)C)N(CCN1CCOCC1)Cc1cc2cccc(C)c2[nH]c1=O (stereo not given)
 : 14, -23, 0, 0, 21, -4, 17, -2.4, -4
- Cc1cccc(-n2ccc(=O)c(C(=O)Nc3ccc(S(=O)(=O)Nc4nccc(C)n4)cc3)n2)c1
 : 20, 8, 2, 2, -6, 1, 3, 0.9, 8
- O=C(COC(=O)c1ccc(O)cc1)NCc1ccc2c(c1)OCO2
 : 6, 19, -6, -1, 1, -1, 0, 4.6, -18
- O=[N+]([O-])c1cc(S(=O)(=O)N2CCCC2)ccc1NN=C1CCCC1
 : 5, 13, -7, -1, 19, -4, -15, 1.5, 12
- COc1ccc(C(C)C)cc1S(=O)(=O)N1CCN(C)CC1
 : 3, -9, -3, -1, 2, 1, -4, 0.7, 2
- COc1cc(SC#N)ccc1N=Cc1c(C)[nH]n(-c2cccc3ccccc23)c1=O
 : 14, 13, nt, 2, 27, -3, -2, 2.6, 27
- COc1ccc2c(=O)c3c(=O)n(Cc4ccco4)c(-c4ccccc4)nc3oc2c1
 : 33, 32, 13, 2, 32, -2, 7, -1.4, 59*
- OCc1ccccc1SSc1ccccc1CO
 : 26, 20, 2, 1, 15, -1, 16, -1.5, 38
- CN(CC(=O)OCC(=O)NC1CCCC1)S(=O)(=O)c1ccc(Cl)cc1
 : 10, -28, 3, 1, 7, 3, -22, -0.6, 18
- CCOC(=O)Cc1ncccc1C(=O)Nc1ccc(OC)cc1
 : 11, -5, 7, -3, 9, -2, 17, -0.8, -4
- O=C(CN1C(=O)NC(c2ccccc2)(c2ccccc2)C1=O)NCc1cccs1
 : -6, -19, 4, -1, 3, 4, -9, -0.7, 3
- CCOC(=O)Nc1c(C(=O)OC)[nH]c2cccc(OC)c12
 : -3, 31, 7, 1, 1, -6, 4, -2.5, 1
- COCCN(C(=O)CCCC(=O)Nc1ccccn1)C(C(=O)NC1CCCCC1)c1ccc(C)cc1 (stereo not given)
 : 9, -10, -2, 1, 13, -2, 11, -3.3, 4
- Cc1cc(NC(=O)CSC2=NS(=O)(=O)c3cc(F)ccc3N2)no1
 : -15, 25, -7, 0, -1, -2, 7, -0.5, -4
- Clc1ccc(NNc2ccnc3cc(Cl)ccc23)cc1
 : 12, 11, 1, -3, 9, -9, 29, 5.2, -10
- CCOC(=O)N1CCN(CC(O)c2ccc3c(c2)CCN3)CC1 (stereo not given)
 : 14, -10, -2, 0, -14, -4, 7, -1.4, 13
- O=C(/C=C/c1ccco1)N1CCN(c2ccccc2)CC1
 : 14, 3, 2, 2, 9, -1, 13, 1.2, -3
- CC(C)N(C(=O)COC(=O)[C@H](C)NC(=O)c1ccco1)c1ccccc1
 : 22, 9, 4, 0, 6, -3, -10, -2.0, 14
- O=C(NNc1cccc(Cl)n1)Nc1ccccc1Cl
 : 18, 0, -11, -2, -12, -10, 6, 1.5, 1
- OCCNCC12CC3CC(CC(C3)C1)C2
 : 4, -21, -6, -1, 5, -3, 10, -0.1, 14
- O=C(Nc1ccccc1N1CCCC1)c1ccc([N+](=O)[O-])o1
 : 65*, 22, -34, -2, 52*, 19, -83, -1.7, 66*
- Cc1csc(NC(=O)c2ccc3c(=O)n4c(nc3c2)CCCCC4)n1
 : -6, -127, 7, -1, 16, -2, 6, 2.3, 28
- O=c1c2c(O)cc(O)cc2oc2c(O)ccc(O[C@H]3O[C@@H](CO)[C@H](O)[C@@H](O)[C@@H]3O)c12
 : 9, -12, -24, -3, 4, -1, 6, 0.7, 15
- CCn1cc(/C=C(\NC(=O)c2cc(OC)c(OC)c(OC)c2)C(=O)NCCN2CCOCC2)c2ccccc21
 : 14, 7, 10, -2, 97*, 1, 14, 0.9, -4
- O=C(NCc1ccco1)C1CCN(S(=O)(=O)c2cccc3cccnc23)CC1
 : -8, 16, -3, -1, 3, -5, 5, -0.3, -1
- CC(=O)Nc1cccc(Oc2ccc(-c3noc(C)n3)cc2)c1
 : 19, -127, -8, 0, 12, 1, 15, 5.4, 10

# 3 entries from above, with tabs.
smiles	tim10-1 inh	Mdm2-MdmX inh	CXCR6 block	XBP1 UPR activ	TIM10 inh	APJ agonist	APJ antag	UPR CHOP act	tim23-1 inh
Cc1csc(NC(=O)c2ccc3c(=O)n4c(nc3c2)CCCCC4)n1	-6	-127	7	-1	16	-2	6	2.3	28
O=c1c2c(O)cc(O)cc2oc2c(O)ccc(O[C@H]3O[C@@H](CO)[C@H](O)[C@@H](O)[C@@H]3O)c12	9	-12	-24	-3	4	-1	6	0.7	15
CCn1cc(/C=C(\NC(=O)c2cc(OC)c(OC)c(OC)c2)C(=O)NCCN2CCOCC2)c2ccccc21	14	7	10	-2	97*	1	14	0.9	-4

# (further entries)
# Results follow in this order: tim10-1 inh, Mdm2-MdmX inh, CXCR6 block, XBP1 UPR activ, TIM10 inh, APJ agonist, APJ antag, UPR CHOP act, tim23-1 inh
- Nc1c(NCCN2CCOCC2)c2ccccc2oc1=O
 : 3, 6, 0, -5, -11, 2, 5, -4.5, 15
- CCCCCn1c(=O)c2ccccc2n2c(=S)[nH]nc12
 : 16, -10, 5, -6, 18, -1, 8, 1.3, 34
- CCC(CC)c1nnc(NC(=O)CS(=O)(=O)c2ccc(C)cc2)s1
 : -27, 7, -6, 0, 10, -3, 9, 1.0, 4
- Cc1cccn2c(=O)c3cc(C(=O)NCCCN4CCCC4=O)n(C)c3nc12
 : 4, 10, 1, 4, 10, -2, 21, -1.6, 22
- C=C(C)c1cccc(C(C)(C)NC(=O)Nc2ccc(OC)cc2)c1
 : 8, 17, 7, 1, 2, -2, -3, -0.1, 7
- COc1cc(/C=N/NC(=O)CCNC(=O)c2ccccc2Cl)ccc1O
 : 13, -3, 2, -2, 2, -2, 6, 1.1, -10
- Cc1sc(NC(=O)CCCC(=O)O)c(C#N)c1C
 : 9, 9, 1, 2, 8, 0, 2, -2.3, -5
- COc1ccc2[nH]c(-c3cccc(F)c3)cc(=O)c2c1
 : -17, 49, -7, 20, -13, 1, -18, 2.7, -16
- Cc1c2ccccc2cc[n+]1CCCS(=O)(=O)[O-]
 : 10, 16, 2, -2, -16, -2, -5, -0.4, -4
- Cc1cc(C(=O)NNC(=O)c2cccc(S(=O)(=O)N3CCOCC3)c2)c2ccccc2n1
 : 10, -19, 5, 0, 9, 4, -1, 1.1, 8
- CCOC(=O)c1cnc(SCC(=O)NNC(=O)c2ccco2)nc1N
 : -16, 19, -4, 0, 3, 0, 5, 4.4, 1
- CC(C)C(=O)Nc1cccc(NC(=S)NC(=O)c2ccc(Cl)cc2)c1
 : 20, -5, 16, 1, 8, -3, 25, 4.1, 26
- O=C(Nc1ccc2c(c1)CCC2)c1cc(S(=O)(=O)N2CCN(c3ccccc3)CC2)ccc1Cl
 : 8, 5, 0, -2, 3, 0, -13, 1.7, 19
- Cc1cc(C)nc(NC(=O)c2ccc3c(c2)OCO3)c1
 : 14, -4, nt, 3, 8, 0, 14, 5.2, 13
- CCOC(=O)c1cc(NC(=O)N2CCCc3ccccc32)c(C)nc1C
 : 18, -26, -4, -1, -1, 0, -7, -2.2, 23
- O=C(COC(=O)CN1C(=O)NC2(CCCCC2)C1=O)Nc1cc(F)ccc1F
 : -6, 5, 6, 2, 10, 1, -9, -2.1, 5
- Cc1c(C(=O)OCC(=O)NC2CCCCC2)oc2ccccc12
 : -8, -16, -3, 0, 0, -3, 8, -0.5, 7
- CCOC(=O)C1CCN(C(=O)Cc2cccs2)CC1
 : 12, -3, 2, -1, -18, 5, -11, 1.4, 5
- CCOC(=O)C(=O)N1CCC(Cc2ccccc2)CC1
 : -1, -20, -2, -5, 14, 1, -13, 0.7, 4
- CC(=O)c1ccc(N2CCN(C(=O)c3ccc(S(=O)(=O)NCc4ccco4)cc3)CC2)cc1
 : -6, 16, 7, -1, -2, 0, 3, -0.7, -8

# 3 compounds from above, ordered by count of non-hydrogen atoms, falling.
# Results follow in this order: tim10-1 inh, Mdm2-MdmX inh, CXCR6 block, XBP1 UPR activ, TIM10 inh, APJ agonist, APJ antag, UPR CHOP act, tim23-1 inh
- Cc1cc(C(=O)NNC(=O)c2cccc(S(=O)(=O)N3CCOCC3)c2)c2ccccc2n1
 : 10, -19, 5, 0, 9, 4, -1, 1.1, 8
- CC(C)C(=O)Nc1ccc(C(=O)N/N=C/c2cc(Br)cc(Br)c2O)cc1
 : 13, 66*, 1, 6, 8, -1, -4, -1.8, -4
- Cc1cc(NC(=O)CSC2=NS(=O)(=O)c3cc(F)ccc3N2)no1
 : -15, 25, -7, 0, -1, -2, 7, -0.5, -4
